Screening results as filed in PubChem BioAssay.
GAA glycogen = GAA glycogen-cleavage inhibition or activation | recombinant GAA, glycogen substrate, Amplex Red glucose oxidase fluorescence | Potency, µM (doses to about 76.4 µM), for the others: top-dose activity change, negative = inhibition, actives largely listed as inhibitors | actives 0.38% (n = 300,000) | P10253;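 note: 0% = full enzyme reaction and -100% = no-enzyme basal signal; the screen sought inhibitors and activators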
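qHTS, 1536-well; enzyme 4 nM final; cpd up to 77 uM; substrate bovine liver glycogen 30 ug; 50 mM citrate/phosphate pH 5.0, 0.01% Tween-20; 37 C, 40 min; Amplex Red detection 45 min RT; Hill fit → AC50.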
aGlu spleen mod = inhibits or activates alpha-glucosidase in human spleen homogenate; P10253; human spleen homogenate, 4-MU-alpha-glucoside fluorescence; Potency, µM (top dose mostly 79.9 µM), inactives show at the highest dose activity change, negative = inhibition, hits mostly inhibitors; actives 0.006% (n = 240,000); AID 2112;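 note: 0% = enzyme with vehicle and -100% = no enzyme basal signal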
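Compounds were titrated against alpha-glucosidase in spleen homogenate at pH 5.0, with 1 mM 4-methylumbelliferyl substrate for 40 min at 37 C. Reactions were quenched with pH 10 NaOH/glycine and fluorescence measured.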
GAA inh = blocks human lysosomal alpha-glucosidase. purified human GAA, 4-MU-alpha-glucoside fluorescence. actives 0.005% (n = 200,000). AID 1466. Potency, µM (doses to about 76.9 µM), for the others: at the top dose activity change, negative = inhibition, hits mostly inhibitors;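 note: plate controls were uninhibited enzyme wells for no effect and no-enzyme background for full effect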
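Endpoint fluorogenic read: 20 min room-temperature reaction of 4 nM human alpha-glucosidase with 400 uM 4-methylumbelliferyl-alpha-D-pyranoside, pH 5.0, quenched with 1M NaOH/1M glycine pH 10. AC50 from Hill modeling.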
Tau fluor cs = counter-screen for tau fibril formation inhibitors | tau K18 P301L Alexa594 fluorescence, heparin fibrillization | actives 0.93% (n = 280,000) | AID 1463 | Potency, µM (doses to about 57.7 µM), inactives show at the top dose activity change, negative = decrease; note: % is set by controls: 0 for no effect and ±100 for the full control effect; nearly all actives have a fitted effect of over 55% in size
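Human K18 P301L tau (15 uM unlabeled plus 0.24 uM Alexa 594-labeled, final) in 100 mM sodium acetate pH 7 was mixed with compound and 20 uM heparin and incubated 6 hr at 37 C.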
Tau FP inhib = tau fibrillization inhibition (FP); P10636; K18 P301L tau heparin fibrillization, Alexa594 FP, 6 h; Potency, µM (highest dose often 57.7 µM), inactives show at the top dose activity, negative = inhibition, hits mostly inhibitors; actives 0.39% (n = 280,000); note: % is set by controls: 0 for no effect and ±100 for the full control effect; nearly all actives have a fitted effect of over 55% in size
Target sequence (P10636 561-689 P618L limits assumed): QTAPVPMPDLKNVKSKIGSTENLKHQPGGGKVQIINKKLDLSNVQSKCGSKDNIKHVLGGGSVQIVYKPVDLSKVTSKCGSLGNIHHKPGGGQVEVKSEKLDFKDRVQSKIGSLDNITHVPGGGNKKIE
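Human tau K18 […] P301L fragment, 15 uM unlabeled plus 0.24 uM Alexa 594-labeled tau (final), with compound and 20 uM heparin in 100 mM sodium acetate pH 7; 6 hr at 37 C, then Alexa 594 FP read.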
aGal spleen mod = alpha-galactosidase A (human) modulation. P06280. human spleen homogenate, 4MU-alpha-Gal fluorescence, 40 min. Potency, µM (doses to about 80 µM), for the others: at the highest dose activity change, negative = inhibition, hits mostly inhibitors. actives 0.008% (n = 240,000). AID 2107;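 note: 0% = enzyme with vehicle and -100% = no enzyme basal signal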
Target sequence (P06280 32-429 limits assumed): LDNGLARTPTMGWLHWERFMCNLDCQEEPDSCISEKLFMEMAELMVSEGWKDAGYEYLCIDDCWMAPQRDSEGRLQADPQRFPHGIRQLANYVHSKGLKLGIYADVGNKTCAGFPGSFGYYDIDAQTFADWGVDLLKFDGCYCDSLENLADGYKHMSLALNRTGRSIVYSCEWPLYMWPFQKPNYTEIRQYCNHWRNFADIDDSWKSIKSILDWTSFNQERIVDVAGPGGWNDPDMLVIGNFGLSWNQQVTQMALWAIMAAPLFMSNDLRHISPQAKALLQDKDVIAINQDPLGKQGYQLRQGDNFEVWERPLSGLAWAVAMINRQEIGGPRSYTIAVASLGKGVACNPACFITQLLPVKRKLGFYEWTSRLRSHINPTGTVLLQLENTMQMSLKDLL
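Fluorogenic readout (Ex 365/Em 440 nm) of 4-methylumbelliferone released from 1 mM 4-MU-alpha-galactoside by spleen homogenate, 40 min at 37C, pH 5.0. Data normalized to no-enzyme and enzyme controls; Hill-equation AC50 from compound titrations.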
HTT cytoprotect = protects HTT-Q103 PC12 cells, measured by ATP; PC12 HTT-Q103 induced, cytoprotection, ATP luminescence, 40 h; Potency, µM (highest dose often 56.4 µM), inactives show cytoprotection (ATP increase), most hits filed as activators; actives 0.14% (n = 230,000); AID 1471;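 note: % of control where 0% means no effect; nearly all actives have a fitted effect of over 45% in size; toxic huntingtin expression switched on by the ecdysone agonist tebufenozide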
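Rat PC12, Q103 Htt exon1-GFP fusion, ecdysone promoter; tebufenozide inducer 100 nM final; compound titration; qHTS, 1500 cells/well; ATPlite luminescent read.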
Tau ThT inhib = inhibitors of human tau fibril formation, thioflavin T binding. actives 2.1% (n = 270,000). P10636. AID 1460. Potency, µM (series often up to 57.4 µM), for inactives: at the highest dose activity, negative = inhibition, hits mostly inhibitors. recombinant tau K18 P301L, heparin-induced fibrillization, ThT fluorescence; note: % is set by controls: 0 for no effect and ±100 for the full control effect; nearly all actives have a fitted effect of over 55% in size
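ThT emission at 510 nm, taken 1 hr after adding 30 uM dye, quantifies aggregates formed when 20 uM heparin acts on human tau K18 P301L for 6 hr at 37 C.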
* marks the source's active call; other numbers are inactive results; ? = inconclusive; / = not tested or not shown; & = joins results of further samples; [ ] = another dose, or the depositor's remark. Calls come from the whole dose curve; as a rule, active = well fitted curve in the direction sought with a large enough effect; inconclusive = small, poorly fitted or top-dose-only effect, or another doubt; inactive = no such curve, though single readings can be large; an effect the other way counts as inactive or inconclusive. Potency is the fitted concentration of half-maximal effect.

no.	canonical_smiles	GAA glycogen	aGlu spleen mod	GAA inh	Tau fluor cs	Tau FP inhib	aGal spleen mod	HTT cytoprotect	Tau ThT inhib
1	O=C(COC(=O)c1cc2ccccc2o1)c1ccccc1	-4%	-4%	-1%	-15%	?	-6%	7%	-20%
2	CCOC(=O)c1cnc2ccc(C)cn2c1=O	5%	?	/	-3%	-2%	?	-12%[10 µM]	-2%
3	NC(=O)c1cc(N)ccc1N1CCCC1	-21%	0%	-2%	-20%	?	-5%	-33%[inhibitor]	?
4	Cc1nn(-c2ccccc2)c(Cl)c1/C=N/Nc1ccc(S(=O)(=O)Nc2ccccc2C(=O)O)cc1[N+](=O)[O-]	-6%	-9%	?	?	13%	-17%	-36%	8.9µM*
5	O=C(Cn1nnc(N2CCCC2)n1)N/N=C/c1ccc(Cl)cc1	7%	5%	-4%	-23%	-8%	1%	5%[10 µM]	-16%
6	CCOC(=O)c1c(NC(=S)Nc2ccccc2)sc2c1CCN(CCc1ccccc1)C2	-6%	2%	5%	-28%	-12%	9%	-44%[inhibitor]	?
7	COc1cccc(-c2cc(C(=O)Nc3ccn(Cc4ccc(C)cc4)n3)no2)c1	8%	-1%	-13%	-23%&-24%	-5%&-12%	15%	-61%[inhibitor]	-2%&-7%
8	COc1ccc(S(=O)(=O)NC(C)C)cc1C(=O)N1CCOCC1	?	1%	-3%	1%	5%	-1%	-16%	0%
9	Cc1cccc(C(=O)NNC2=CC(=O)CC(C)(C)C2)c1O	7.9µM*	-6%	/	-14%	-14%	-8%	-16%[10 µM]	-8%
10	C=CCc1ccccc1OCC(O)Cn1ccnc1C (configuration not stated)	3%	5%	-4%	-7%	-2%	-12%	3%	-8%
11	O=C(O)C(Cc1c[nH]c2ccccc12)N1C(=O)C2C3c4ccccc4C(c4ccccc43)[C@@H]2C1=O (some centres not stated)	3%	-1%	/	-18%	0%	2%	14%[10 µM]	?
12	COc1ccc(Nc2ccc(Cl)cc2)c(C(=O)O)c1	-11%	-3%	-20%	-23%	?	4%	-10%[10 µM]	?
13	CCOC(=O)c1cnc(SCc2ccc(C(C)(C)C)cc2)nc1N	-16%	-3%	-3%	-17%	-5%	-2%	-16%	?
14	COc1ccc(OC)c(/C=C/c2c([N+](=O)[O-])c(=O)n(C)c(=O)n2C)c1	7%	-1%	3%	-11%	-4%	-2%	?	?
15	CN(c1ccccc1)c1nc(N2CCCC2)nc(-n2ccnc2)n1	7%	3%	-3%	-13%	-2%	12%	-43%[inhibitor]	-17%
16	COc1ccccc1NC(=O)c1cc2c(=O)oc3ccc(C)cc3c2s1	-3%[76.3 µM]	/	/	-7%	?	/	/	3%

Arranged by formula weight (low to high): part of the list above
no.	canonical_smiles	GAA glycogen	aGlu spleen mod	GAA inh	Tau fluor cs	Tau FP inhib	aGal spleen mod	HTT cytoprotect	Tau ThT inhib
10	C=CCc1ccccc1OCC(O)Cn1ccnc1C (configuration not stated)	3%	5%	-4%	-7%	-2%	-12%	3%	-8%
15	CN(c1ccccc1)c1nc(N2CCCC2)nc(-n2ccnc2)n1	7%	3%	-3%	-13%	-2%	12%	-43%[inhibitor]	-17%
14	COc1ccc(OC)c(/C=C/c2c([N+](=O)[O-])c(=O)n(C)c(=O)n2C)c1	7%	-1%	3%	-11%	-4%	-2%	?	?

(listing goes on)
no.	canonical_smiles	GAA glycogen	aGlu spleen mod	GAA inh	Tau fluor cs	Tau FP inhib	aGal spleen mod	HTT cytoprotect	Tau ThT inhib
17	O=C(NCc1ccco1)Nc1ccc2snnc2c1	-6%	6%	-1%[15.4 µM]	-11%	-10%	7%	-27%	-3%
18	Nc1ccc(C(=O)O)cc1S(=O)(=O)O	2%	6%	/	3%	4%	12%	-14%[10 µM]	2%
19	Cc1ccc(-c2cc(-c3ccccc3)nc(Cl)n2)cc1	-6%	-7%	6%	-22%	?	9%	-8%	-7%
20	O=C(OCC(=O)c1ccco1)c1ccc2ncsc2c1	3%	-6%	-4%	-8%	-5%	-5%	0%[10 µM]	-11%
21	O=C(CCC(=O)Nc1ccccc1)NCCO	1%	7%	6%	-5%	-9%	2%	1%[10 µM]	-2%
22	Cc1onc(-c2c(F)cccc2Cl)c1C(=O)Nc1sc2c(c1C(N)=O)CCC2	-2%	-14%	?	?	-18%	7%	-21%	-18%
23	Cc1nc(Nc2ccc(Cl)cc2Cl)sc1C(=O)Nc1ccccc1	6%	0%	-1%	?	-16%	-4%	15%[10 µM]	?
24	COc1ccc2[nH]c3c(=O)n(CCCCC(=O)NCCC(C)C)c(=S)[nH]c3c2c1	3%	-12%	4%	2%	-10%	-8%	4%[10 µM]	2%
25	c1ccc2c(c1)nc1n2CCN1CCNC1CCCCC1	7%	3%	-5%	5%	5%	3%	-13%	7%
26	CS(=O)(=O)Nc1ccc(C2=NN(S(C)(=O)=O)C(c3ccccc3)C2)cc1 (configuration not stated)	7%	4%	2%	-3%	?	8%	2%[10 µM]	1%
27	COC(=O)c1ccc2c(c1)C(=O)/C(=C/c1ccc(O)cc1)O2	1%	4%	-3%[15.4 µM]	-30%	5%	2%	2%[10 µM]	?
28	Cc1cccc(CCNC(=O)CCS(=O)(=O)c2ccc(Br)cc2)c1	5%	-2%	2%	-20%	5%	-4%	-33%[inhibitor]	-12%
29	OC1(c2ccc(F)cc2)CCN(Cc2nnnn2Cc2cccs2)CC1	-2%	4%	-2%	-19%	-2%	4%	6%	-17%
30	O=C(N/N=C1/C[C@@H](O)[C@@H](O)[C@@H]2[C@H]3C(=O)N(c4ccc(F)cc4F)C(=O)[C@@H]3CC[C@@H]12)OCc1ccccc1	/	8%[17.4 µM]	/	-6%[11.6 µM]	3%[11.6 µM]	5%[17.5 µM]	?	-10%[11.5 µM]
31	CCOc1cc(NC(=O)c2ccccn2)c(OCC)cc1NC(=O)c1cccc(C)c1	22%	1%	11%	-15%	8%	-2%	-17%	-12%
32	Cc1cccc(C)c1OCc1nnc(SCC(=O)NCCc2ccccc2)o1	0%	6%	3%	-15%	-4%	7%	9%[10 µM]	?
33	O=C(C1CCCN1S(=O)(=O)c1cccc2nsnc12)N1CCCCCC1 (configuration not stated)	8%	-4%	/	-24%	-2%	-9%	9%[10 µM]	/
34	O=C(NCc1n[nH]c(=S)n1-c1cccc(Cl)c1)c1ccc(S(=O)(=O)N2CCCC2)cc1	-14%	-6%	?	0%	-4%	-10%	-28%	-1%
35	COc1ccccc1CNC(=O)C1=C(C)C(=O)OC12CCC(C)CC2 (configuration not stated)	2%	-5%	-3%	-9%	0%	-3%	-8%	-9%
36	O=C(CSc1nc2ccccc2[nH]1)Nc1ccc2c(c1)CCC2	1%	-5%	-1%	?	?	4%	6%[10 µM]	-8%
37	O=C(CSc1nnc(-c2ccccc2)n1-c1ccc(Cl)cc1)NNC(=S)Nc1ccccc1	?	-8%	-1%	0%	7%	1%	14%[10 µM]	6%
38	CCOc1ccc(NC(=S)Nc2ccc(OCc3ccccc3)cc2)cc1	-6%	4%	3%	6%	5%	-5%	24%[10 µM]	8%
39	O=C(Nc1ccon1)C(Sc1ccccc1)c1ccccc1 (configuration not stated)	2%	-8%	-1%	-12%	-4%	-13%	-4%[0.074 µM]	2%
40	CCOC(=O)/C(=C/c1ccc(Cl)cc1)NC(=O)c1ccco1	-3%	3%	-4%	10%	5%	-2%	26%[0.074 µM]	4%
41	N=c1n(Cc2ccccc2Cl)c2ccccc2n1CC(O)c1ccco1 (configuration not stated)	-6%	-1%	5%	-2%	2%	-3%	7%[10 µM]	-9%
42	CCC(=O)Nc1ccc2c(c1)ncn2-c1ccccc1	-7%	-1%	-10%	-4%	-1%	11%	-28%	-14%
43	COC(=O)C1=C(C(=O)OC)[C@@H]2Nc3ccccc3[C@@]23C[C@@H](C(=O)OC)N(S(=O)(=O)c2c(C)noc2C)C3=N1	/	10%[17.4 µM]	/	-4%[11.6 µM]	3%[11.6 µM]	3%[17.5 µM]	-8%[10 µM]	1%[11.5 µM]
44	CC1CCN(CCCCOc2ccccc2Br)CC1	-9%	-10%	-1%	4%	-3%	-1%	/	1%
45	CC(=O)C1=C(C)OC(N)=C(C#N)C1c1cccc([N+](=O)[O-])c1 (configuration not stated)	5%	-4%	-3%	-18%	-9%	1%	4%[10 µM]	?
46	O=C(c1cc2ccccc2c(=O)o1)N1CCc2ccccc2C1	3%	-10%	?	0%	7%	-1%	-20%	4%
47	CCCNC(=O)Nc1ccc(C(F)(F)F)cc1	-1%	5%	-7%	-15%	-4%	8%	1%[10 µM]	-7%
48	COC(=O)c1ccc(NS(=O)(=O)c2ccccc2)o1	3%	-4%	3%	-7%	-2%	-4%	-6%	-13%
49	COc1ccc(CCNC(=O)Cc2ccc(OC)c(OC)c2)cc1OC	-8%	-7%	/	0%	4%	3%	11%[10 µM]	2%
50	CCc1ccc(NC(=O)CSc2ncc(S(=O)(=O)c3cc(C)ccc3C)c(=O)[nH]2)cc1	-3%[76.3 µM]	/	/	-20%	-5%	/	/	-13%
51	S=c1[nH]nc(-c2cc3c(s2)-c2ccccc2CC3)o1	?	17%	?	?	13%	?	18%[10 µM]	13µM*
52	O=C(Nc1nnc(-c2ccccc2SCc2ccccc2)s1)Nc1ccccc1F	6%	-4%	4%	-28%	?	17%	-20%	-12%
53	O=C(NC1CCCCCC1)C1CCCN(S(=O)(=O)c2cnc[nH]2)C1 (configuration not stated)	-6%	2%	-5%	-1%	4%	-2%	-3%	-3%
54	O=C(CNC(=O)c1ccncc1)N/N=C/c1ccccn1	8%	-1%	1%	-5%	0%	-5%	23%	-8%
55	CN(c1nnc(NC(=O)Nc2ccc(Br)cc2)s1)C1CCCCC1	14%[76.3 µM]	/	/	3%	2%	/	/	7%
56	CCOC(=O)C1CCCN(C(=S)Nc2cccc(Cl)c2)C1 (configuration not stated)	11%	6%	-3%	-10%	?	1%	-29%[10 µM]	-3%
57	Cc1ccc(Oc2nc(-c3ccccc3)ncc2S(=O)(=O)c2ccc(C)cc2)cc1	4%	7%	-8%	-14%	1%	5%	13%[10 µM]	-10%
